# Screening results from PubChem.
# CSN inh – blocks human CSN-mediated cullin deneddylation; Purified CSN, SCF-Nedd8-OG deneddylation, fluorescence polarization; AID 651999; inhibition, % at 12.5 µM; actives 0.38% (n = 360,000); Q92905;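 active = pattern-corrected inhibition above about 35%, with an unprinted fluorescence ratio check between 0.5 and 1.5, limit read from the data, passing the limit was not always enough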;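 also: 0% = enzyme with substrate and 100% = substrate without enzyme; some results filed as inactive read as strong as hits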
# Target sequence (Q92905 whole entry, looked up, one chain of several): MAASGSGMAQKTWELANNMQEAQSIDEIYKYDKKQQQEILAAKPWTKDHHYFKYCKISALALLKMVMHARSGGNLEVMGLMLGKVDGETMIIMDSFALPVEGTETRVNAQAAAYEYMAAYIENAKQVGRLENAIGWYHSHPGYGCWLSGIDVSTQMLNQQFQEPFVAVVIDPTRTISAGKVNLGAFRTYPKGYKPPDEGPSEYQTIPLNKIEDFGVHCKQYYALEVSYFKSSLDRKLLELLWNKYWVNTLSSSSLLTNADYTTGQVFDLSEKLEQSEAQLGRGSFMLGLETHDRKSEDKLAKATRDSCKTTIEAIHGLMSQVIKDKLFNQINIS
#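 Assay system: HEK293T-derived human Csn5 enzyme; quantity: 0.24 nM enzyme; medium: Tris/NaCl/DTT buffer, pH 7.5; also added: substrate SCFSkp2-Nedd8OG, 10 nM; doses: 12.5 µM compound; schedule: 90 min reaction at room temperature; signal: FP; read-out: % inhibition of substrate cleavage by Csn5; benchmarks: substrate-only high control, full reaction low control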
# NadD block – blocks S. aureus nicotinate mononucleotide adenylyltransferase; purified NadD enzyme, colorimetric absorbance read-out; inhibition, % at 20 µM; actives 0.78% (n = 360,000); in the data active = inhibition above about 26%; also: some compounds past the cut are filed as inactive
# SKN-1 inh – blocks SKN-1 activity in C. elegans; C. elegans VP596 Pgst-4::GFP/RFP ratio, acrylamide-induced, 24 h; inhibition, % at 21.8 µM; actives 0.49% (n = 360,000);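 active = interference check ratio from 0.5 to 1.5 plus GFP to RFP signal ratio inhibition reaching or exceeding a fixed threshold, cut at about 30% in these data, passing the limit was not always enough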; also: some compounds called inactive have numbers as strong as hits
# Rin1 Abl inh – inhibitors of human Rin1-Abl protein interaction | P00519+Q13671 | TR-FRET Rin1/Abl binding, biochemical | inhibition, % at 7.35 µM | actives 0.4% (n = 360,000) | AID 588664; in the data active = inhibition above about 5%, passing the limit was not always enough
# MLLE-PAM2 inh – blocks PAM2 peptide binding to the PABP1 MLLE domain; P11940; GST-MLLE / FITC-PAM2 fluorescence polarization; inhibition, % at 20 µM; actives 0.36% (n = 360,000); AID 588489; in the data active = inhibition above about 35%, passing the limit was not always enough;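 also: plate controls were DMSO wells with GST-MLLE for no effect and wells lacking GST-MLLE protein for full effect; some results filed as inactive read as strong as hits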
# Neddyl block – blocks human cullin neddylation; P61081+Q13564; TR-FRET cullin neddylation, biochemical; calls only at 25 µM; actives 0.58% (n = 360,000); AID 651699; in the data active = inhibition above about 36%
# MT1-MMP act inh – blocks activation of human MT1-MMP; P50281; HT1080 RFP-PRO-GFP cells, GFP/RFP ratio fluorescence, overnight; percent of plate control window, DMSO zero; GFP/RFP ratio change, % at 20 µM; actives 0.061% (n = 360,000);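 active = GFP/RFP ratio change of at least 30% with cell ATP level not reduced by more than half and red fluorescence within 50% of control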; also: strong numbers were not always called active
#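 Material – HT1080 RFP-PRO-GFP cells · Control set – DMSO wells and RFP-L50D-GFP cells · Incubation – overnight cell settling, then overnight compound exposure, 37 °C, 5% CO2 · Compound dosing – single-point 20 µM compound, 1% DMSO · Read-out – GFP/RFP fluorescence ratio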
# Rpn11 block – blocks the human proteasome subunit Rpn11; human 26S proteasome, Ub4-pepOG fluorescence polarization; 20S core pre-blocked with epoxomicin; calls only at 20 µM; actives 0.59% (n = 360,000); AID 588493;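 active = inhibition at 20 µM, scaled to each plate's controls, above about 33%, limit read from the data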
# Target sequence (O00487 whole entry, looked up): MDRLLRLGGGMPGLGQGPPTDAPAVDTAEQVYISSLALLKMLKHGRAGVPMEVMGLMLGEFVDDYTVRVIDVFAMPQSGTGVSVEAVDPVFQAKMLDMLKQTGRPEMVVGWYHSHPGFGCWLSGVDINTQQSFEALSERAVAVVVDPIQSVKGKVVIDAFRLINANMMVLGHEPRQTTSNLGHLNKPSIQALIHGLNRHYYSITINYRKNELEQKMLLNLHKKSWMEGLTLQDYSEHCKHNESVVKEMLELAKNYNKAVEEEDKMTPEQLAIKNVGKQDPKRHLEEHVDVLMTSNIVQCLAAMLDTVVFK
# FAS-TE inh – FAS thioesterase (human) inhibition | actives 0.67% (n = 360,000) | recombinant FAS-TE, OMFH fluorogenic substrate, fluorescence endpoint | P49327 | AID 602261 | inhibition, % at 15 µM;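 active = compounds whose normalised, plate-corrected inhibition of enzyme fluorescence in the single-dose primary screen is 50% or more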;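 also: 0% = DMSO with enzyme and 100% = substrate without enzyme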
# Active calls of the source: *; i = inactive; / = not tested or not shown; + = active, no number.
mol,FAS-TE inh,Rpn11 block,Rin1 Abl inh,Neddyl block,MT1-MMP act inh,MLLE-PAM2 inh,SKN-1 inh,CSN inh,NadD block
CC(O)Cn1ccccc1=N (configuration not stated),-10,i,0,i,2,1,3,-3,8
Cn1c2c(c(=O)n(C)c1=O)C(c1cccc(F)c1)C(C#N)=C(N)O2 (configuration not stated),-2,i,0,i,-1,21,-6,6,6
O=C(Oc1cc(Cl)ccc1Cl)c1ccc(N2CCOCC2)c([N+](=O)[O-])c1,25,i,1,i,6,-2,14,-8,-1
CC(=O)C1=C(C)NC(C)=C(C(C)=O)C1c1ccc(-c2ccccc2Cl)o1,4,i,-3,i,-2,27,-2,-1,-3
N#C/C(=C/c1cccnc1)c1ccccc1,2,i,-6,i,-2,13,-7,3,-3
O=C(CSc1nc(-c2ccccc2)nc2c1Cc1ccccc1O2)Nc1ccc(C(=O)O)cc1,5,+,-7,i,3,6,-2,48*,19
Cn1c(=O)n(C)c2cc([N+](=O)[O-])c(N3CCN(C(=O)c4ccc(F)cc4)CC3)cc21,3,i,-6,i,6,-1,-2,7,5
O=C(CSc1nnc(-c2ccco2)n1-c1ccccc1)NCc1ccco1,0,i,0,i,-1,-7,14,-3,2
Cc1nc(CN2CCN(C(=O)c3ccc(Br)cc3)CC2)cs1,-9,i,1,i,2,11,-16,0,-8
Cc1[nH]c2ccccc2c1SCc1ccccc1,26,i,3,i,0,10,40*,-1,-8
O=C(O)CC(O)C(=O)O (configuration not stated),-5,i,-2,i,10,3,15,3,0
CCCC(=O)N1CCN(Cc2nc3cc([N+](=O)[O-])ccc3n2C)CC1,-2,i,-2,i,1,2,10,0,-2
CCCCc1ccc(NC(=O)CC(C)=O)cc1,-2,+,0,i,-7,-3,6,2,-4
Cc1[nH]n(C)c(=O)c1C(=O)c1c(-c2c(Cl)cccc2Cl)noc1C,13,i,-3,i,4,-15,9,2,0
O=C(CSc1cccc2cccnc12)Nc1cccc(S(=O)(=O)N2CCOCC2)c1,-8,i,-2,i,-2,9,-10,-4,-1
Nc1cccc2cc(S(=O)(=O)O)ccc12,0,i,1,+,4,27,51*,37*,0
CCN(CC)CCN1C(=O)c2ccccc2NC1c1cccc(F)c1 (configuration not stated),-7,i,-3,/,2,-8,18,3,-6
COC(C[C@H]1O[C@H]1[C@@H](O)COCc1ccccc1)OC,-11,i,-2,i,0,-5,6,-5,-3
O=C(c1ccccc1F)N1CCCC(c2ccccc2)C1 (configuration not stated),-1,i,-4,i,-4,9,7,1,-2
CN1OC[C@@H]2CN(S(=O)(=O)c3ccccc3)[C@H](c3ccc(N4CCCCC4)cc3)C[C@@H]21,-8,i,4,i,2,-7,-7,4,0
O=Cc1s/c(=N\S(=O)(=O)c2ccccc2)n(CCCCl)c1Cl,76*,i,2,i,12,-3,2,17,-3
CCOC(=O)/C=C/C(=O)Nc1ccc(S(=O)(=O)Nc2c(C)cc(C)cc2C)cc1,-1,i,2,i,3,-2,3,1,0
COc1ccc(Br)cc1C(=O)Nc1ccc(N2CCCC2)cc1,4,i,1,i,2,-10,3,10,3
CC(C)CC(=O)NC(=S)Nc1ccc(S(=O)(=O)N2CCN(C)CC2)cc1,-3,i,-1,i,0,7,9,-1,2
CCOC(=O)[C@]12CCC=C1N(Cc1ccc3c(c1)OCO3)C(=O)[C@H](CC(=O)N1CCN(C(=O)c3ccco3)CC1)C2,-6,/,/,i,1,/,7,-1,4
CC(C)(C)NCC(O)COc1ccc(Br)cc1 (configuration not stated),-5,i,3,i,3,10,-1,-4,-3
COc1ccc(N2CCN(c3ncnc4c3cnn4-c3ccc(C)cc3C)CC2)cc1,0,i,6,i,-5,-8,-12,1,-7
Cc1ccc(NC(=O)CSCC(=O)N=c2sccn2C)cc1,-6,i,2,i,0,26,5,1,9
Cc1ccc(S(=O)(=O)NCCCNC(=O)OCc2ccccc2)cc1,-1,i,0,i,-3,-14,5,-5,-7
Cc1c(NC(=O)COc2cccc(Br)c2)c(=O)n(-c2ccccc2)n1C,-1,i,2,i,1,-14,-2,6,-2

# Part of the list above, reduced to NadD block.
Compound | NadD block
Cc1ccc(NC(=O)CSCC(=O)N=c2sccn2C)cc1 | 9
COc1ccc(Br)cc1C(=O)Nc1ccc(N2CCCC2)cc1 | 3

# The results go on:
mol,FAS-TE inh,Rpn11 block,Rin1 Abl inh,Neddyl block,MT1-MMP act inh,MLLE-PAM2 inh,SKN-1 inh,CSN inh,NadD block
CC12CC3CC(C)(C1)CC(Nc1nc(N4CCOCC4)nc4ccccc14)(C3)C2,29,i,-1,i,-2,2,14,-5,-2
CC(C)OCCCNC(=O)C(=O)N/N=C/c1ccc(OCc2ccccc2)cc1,-1,i,-1,i,/,-5,-1,-3,-4
CC(=O)c1ccc(NC(=O)C2CC(=O)N(Cc3ccccc3)C2)cc1 (configuration not stated),-1,i,3,i,4,-12,2,1,-1
CC(NC(=O)c1ccco1)C(=O)N(C)Cc1ccc(C(F)(F)F)cc1 (configuration not stated),0,i,0,i,1,-7,-10,-1,-1
Cc1ccc(-c2cccc(C(=O)NCCc3ccccc3)n2)c2ccccc12,21,i,6,i,-5,-16,10,1,-7
CCCCNC(=O)C[C@@H]1C[C@@]2(C(=O)OC)CC(C)(C)CC=C2N(Cc2ccco2)C1=O,/,/,/,i,-2,/,-3,-3,/
COc1ccc(NS(=O)(=O)c2ccc(Cl)c(N)c2)cc1Br,11,i,4,i,2,0,0,-11,-1
CCOc1ccc2[nH]c(=O)c(CN(CCc3ccccc3)C(=O)N3CCCC3)cc2c1,7,i,-1,i,-14,-2,9,3,14
CCc1ccc(CNC(=O)C2CCN(S(=O)(=O)N3CCC(C)CC3)CC2)cc1,6,i,0,i,0,6,5,-4,-7
NC(=O)CSc1oc(-c2ccco2)nc1S(=O)(=O)c1ccccc1,-1,i,-3,i,-2,12,8,3,0

# In the list so far, these have a cyano group:
mol,FAS-TE inh,Rpn11 block,Rin1 Abl inh,Neddyl block,MT1-MMP act inh,MLLE-PAM2 inh,SKN-1 inh,CSN inh,NadD block
Cn1c2c(c(=O)n(C)c1=O)C(c1cccc(F)c1)C(C#N)=C(N)O2 (configuration not stated),-2,i,0,i,-1,21,-6,6,6
N#C/C(=C/c1cccnc1)c1ccccc1,2,i,-6,i,-2,13,-7,3,-3

# The listing continues:
mol,FAS-TE inh,Rpn11 block,Rin1 Abl inh,Neddyl block,MT1-MMP act inh,MLLE-PAM2 inh,SKN-1 inh,CSN inh,NadD block
CCOCCCNC(=O)/C(C#N)=C/c1ccc(-c2ccc(S(=O)(=O)N3CCOCC3)cc2)o1,15,i,-11,i,-7,-24,0,-3,0
Cn1c(-c2ccccc2)c(Sc2ccccc2)c2cc(-c3ccc4cc[nH]c4c3)ccc21,25,/,/,i,0,/,-3,3,17
CCCCC(=O)Nc1cc(C)c(NC(=O)c2cccs2)cn1,-2,i,-3,i,-3,-5,-7,-3,-5
O=C(c1cc2ccccc2oc1=O)N(Cc1ccc2c(c1)OCO2)Cc1ccco1,13,i,2,i,0,-11,18,-5,2
Cc1ccc(C(C)C)c(OCC(=O)NNC2=CC(=O)CC(C)(C)C2)c1,-2,i,3,i,2,4,14,-1,-8
Cc1nc(N2CCC(C)CC2)c2oc3ccccc3c2n1,7,i,-3,i,-2,9,3,1,-5
CN1CCC(=O)N([C@H](CSc2ccc(Br)cc2)Cc2ccccc2)CC1,0,i,2,i,1,9,-15,3,-2
CC(=C/c1ccccc1)/C=C1/SC(N2CCOCC2)=NC1=O,-4,i,1,i,2,-11,-16,8,-2
O=C(CCC(=O)Nc1ccccc1)NNC(=O)c1ccco1,-7,i,3,i,3,-2,16,3,-3
CC(C)Oc1ccc(S(=O)(=O)N2CCCCC2)cc1NC(=O)C1=NN(c2ccccc2)C(=O)CC1,24,i,5,i,6,-5,8,0,12
COc1cc2c(cc1CN1CCN(C(=O)c3cc(OC)c(OC)c(OC)c3)CC1)OCO2,-2,i,1,i,-3,1,6,-3,4
CCOC(=O)c1c(C)[nH]c(N=Nc2ccccc2Cl)c1C,32,i,-2,i,1,2,28,2,-7
c1ccc(-c2cc3nc(NCc4ccc5c(c4)OCO5)ccn3n2)cc1,14,i,1,/,4,9,14,2,-5
COc1cccc(CNC(=O)CN(C)S(=O)(=O)c2ccc(Br)s2)c1,3,i,-3,i,0,-4,-3,9,-5
COc1nnc(-c2ccc(C)c(S(=O)(=O)NCC3CCCO3)c2)c2ccccc12 (configuration not stated),-4,i,5,i,0,-2,5,1,3
COc1ccc(Cl)cc1C(=O)Nc1ccc2nc3n(c(=O)c2c1)CCCC3,-1,i,-1,i,8,12,9,4,-3
O=C(CCc1nnc(CCCCc2ccccc2)o1)N1CCN(CCO)CC1,-2,i,-3,i,-3,6,-3,-6,0
CCCc1cc(C(=O)N2CCN(S(=O)(=O)c3ccc(OC)c(OC)c3)CC2)cs1,6,i,1,i,-4,5,6,3,4
O=S(=O)(Nc1ccc2c(c1)nc1n2CCOC1)c1ccc(Cl)cc1,-5,i,0,i,13,12,-8,-2,-5
COc1c(OC)c(O)c2c(=O)cc(-c3c(O)cccc3O)oc2c1OC,2,i,8,i,3,5,7,0,2

# Rewritten with two lines to a compound: entries from further up
# Fields: FAS-TE inh, Rpn11 block, Rin1 Abl inh, Neddyl block, MT1-MMP act inh, MLLE-PAM2 inh, SKN-1 inh, CSN inh, NadD block
- COc1nnc(-c2ccc(C)c(S(=O)(=O)NCC3CCCO3)c2)c2ccccc12 (configuration not stated)
 : -4, i, 5, i, 0, -2, 5, 1, 3
- COc1ccc(Cl)cc1C(=O)Nc1ccc2nc3n(c(=O)c2c1)CCCC3
 : -1, i, -1, i, 8, 12, 9, 4, -3
- O=C(CCc1nnc(CCCCc2ccccc2)o1)N1CCN(CCO)CC1
 : -2, i, -3, i, -3, 6, -3, -6, 0

# Later entries.
mol,FAS-TE inh,Rpn11 block,Rin1 Abl inh,Neddyl block,MT1-MMP act inh,MLLE-PAM2 inh,SKN-1 inh,CSN inh,NadD block
O=S(=O)(Nc1cccc(Cl)c1)c1ccc2oc(=S)[nH]c2c1,2,i,0,i,1,-101,8,-3,-7
COc1ccc(-c2csc3ncnc(N4CCN(S(=O)(=O)c5ccc(C)c(C)c5)CC4)c23)cc1,42,i,2,i,-9,-11,2,3,20
CC(C)NC(=O)C(Sc1ccccc1)c1ccccc1 (configuration not stated),-4,i,1,i,1,-2,-10,5,-5
C=CCn1c(C)cc(C(=O)Cn2ncc(Cl)c(Cl)c2=O)c1C,6,i,0,i,-12,0,-2,30,17
COc1ccc(CSc2nc(C)[nH]c2[N+](=O)[O-])cc1[N+](=O)[O-],-1,i,1,i,14,10,10,3,2
COc1ccc2cc(C(C)C(=O)Nc3cccc(S(=O)(=O)N(C)C)c3)ccc2c1 (configuration not stated),21,i,3,i,-2,-12,8,2,-2
CC(C)[C@@H](C(=O)N1CCNCC1)n1cc(CCO)nn1,-11,i,2,i,-2,-3,0,-3,-7
CCOC(=O)C1CCN(C(=O)Cn2ncc3c([nH]c4ccccc43)c2=O)CC1,-1,i,1,i,2,2,8,-3,-5
